SMARCA2 act – increases SMARCA2 function in MMTV reporter cells. MG213 cells, MMTV-luciferase reporter, dexamethasone, overnight. hit rate 1% among 370,000. activation, % at 9.1 µM; in the data active means activation above about 7.8%;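 further: 0% = vehicle wells and 100% = reference activator wells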
DAX1 inh-1 – NR0B1 (DAX1) inhibition. P51843. HEK293 Gal4-DAX1 luciferase reporter, luminescence. inhibition, % at 6.75 µM. hit rate 0.99% among 340,000. AID 504766;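 active means inhibition above the mean over all tested compounds plus 3 SD, cut at about 4.2% in these data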;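 further: 0% = DAX1-transfected cells with DMSO and 100% = empty-vector control cells with DMSO; inhibition shows as a rise in luminescence from relieved DAX1 repression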
Target sequence (P51843 207-470 limits assumed): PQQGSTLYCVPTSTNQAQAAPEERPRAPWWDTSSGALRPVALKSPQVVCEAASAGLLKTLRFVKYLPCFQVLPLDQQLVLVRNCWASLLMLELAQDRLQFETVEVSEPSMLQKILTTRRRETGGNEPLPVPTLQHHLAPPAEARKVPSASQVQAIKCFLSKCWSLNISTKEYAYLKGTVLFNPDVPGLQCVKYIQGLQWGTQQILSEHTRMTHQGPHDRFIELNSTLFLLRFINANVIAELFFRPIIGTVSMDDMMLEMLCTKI
PG9 binder – binds the HIV-1 gp120 antibody PG9; TR-FRET gp120-PG9 antibody binding; inhibition, % at 6.7 µM; hit rate 0.43% among 360,000; in the data active means inhibition above about 8.5%
GAA850 FXN act – frataxin GAA850 promoter activation. HEK293 lucGAA850 FXN promoter luciferase reporter, 24 h; percent of 10 µM SAHA response. activation, % at 6 µM. hit rate 0.56% among 360,000;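 active means activation above the average of all compounds screened plus 3 SD, cutoff fixed separately per campaign, cut at about 7.5% in these data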;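 further: 0% = DMSO wells and 100% = 10 µM SAHA wells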
hgDAF12 agonist – activates the H. glycines DAF-12 receptor ligand-binding domain; HEK293 GAL4-hgDAF12 UAS-luciferase reporter, agonist luminescence; normalized to butyrate control; activation, % at 6.8 µM; hit rate 1.8% among 370,000;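 active means activation above a cutoff set at the mean of all screened compounds plus 3 SD, cut at about 10% in these data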;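 further: 0% = DMSO wells and 100% = sodium butyrate wells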
GC-A act – GC-A (human) enzyme activation | P16066 | HEK293 GC-A cells, cGMP TR-FRET, EC30 ANP; 0% at EC30 ANP, 100% saturating ANP | activation, % at 10 µM | hit rate 0.14% among 370,000 | AID 1671463; in the data active means activation above about 40%
ADAM17 inh – ADAM17 inhibition, QFRET primary screen; inhibition, % at 6.95 µM; AID 720648; hit rate 0.83% among 370,000; P78536; recombinant ADAM17, EDANS/DABCYL FRET peptide cleavage;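 active means inhibition above the mean of compounds lying between control limits plus 3 SD, set per campaign, cut at about 8.5% in these data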;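 further: 0% = DMSO-only wells as the low control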
Target sequence (P78536 215-824 limits assumed): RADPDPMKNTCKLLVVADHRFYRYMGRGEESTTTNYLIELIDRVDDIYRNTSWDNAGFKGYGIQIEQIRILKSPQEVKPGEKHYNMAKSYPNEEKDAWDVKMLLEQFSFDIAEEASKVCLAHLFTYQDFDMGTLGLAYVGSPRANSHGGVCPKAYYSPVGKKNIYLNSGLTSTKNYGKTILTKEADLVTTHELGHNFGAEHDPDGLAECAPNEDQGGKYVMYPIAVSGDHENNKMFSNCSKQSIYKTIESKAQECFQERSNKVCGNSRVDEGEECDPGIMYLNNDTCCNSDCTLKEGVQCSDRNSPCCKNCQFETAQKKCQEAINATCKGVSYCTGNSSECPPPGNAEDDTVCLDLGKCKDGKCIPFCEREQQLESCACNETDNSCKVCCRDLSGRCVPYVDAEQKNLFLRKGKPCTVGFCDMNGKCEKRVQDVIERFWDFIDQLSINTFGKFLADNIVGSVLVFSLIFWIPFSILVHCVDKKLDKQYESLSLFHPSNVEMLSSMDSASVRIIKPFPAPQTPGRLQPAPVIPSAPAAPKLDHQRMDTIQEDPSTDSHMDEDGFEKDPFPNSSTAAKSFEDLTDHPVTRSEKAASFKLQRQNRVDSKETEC
DAX1 inh-2 – blocks DAX1 repression of SF-1 activated StAR promoter | HEK293T StAR-luciferase reporter, SF-1/DAX-1 repression relief | inhibition, % at 6.8 µM | hit rate 1.1% among 370,000 | AID 652010;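 active means inhibition above the mean over all tested compounds plus 3 SD, cut at about 3.6% in these data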;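 further: 0% = DAX-1 cells with DMSO and 100% = cells lacking DAX-1 with DMSO; higher inhibition means more luminescence from relief of DAX-1 repression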
ADAM10 inh – inhibits human ADAM10; recombinant ADAM10, EDANS/DABCYL FRET peptide cleavage, 3 h; inhibition, % at 7 µM; hit rate 0.62% among 370,000; AID 720582;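 active means inhibition above a per-campaign cutoff equal to the mean of compounds falling between control-based bounds plus 3 SD, cut at about 20% in these data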;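 further: 0% = DMSO wells while the 100% control is not disclosed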
hcDAF12 agonist – activators of H. contortus DAF-12 nuclear receptor. HEK293 hcDAF-12 lit1-tk-luc reporter, luminescence; 0% DMSO, 100% Δ7-dafachronic acid. activation, % at 6.8 µM. hit rate 1.4% among 370,000. AID 652067;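 active means activation above the mean of all tested compounds plus 3 SD, cut at about 5.5% in these data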;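 further: 100% = response to 3 µM Δ7-dafachronic acid high control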
ssDAF-12 act – S. stercoralis DAF-12 activation, primary screen; HEK293 ssDAF-12/GRIP1 lit1-tk-luc reporter, luminescence; % of 3 µM dafachronic acid response; activation, % at 6.8 µM; hit rate 1% among 370,000;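 active means activation above the mean over all tested compounds plus 3 SD, cut at about 0.9% in these data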;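 further: 0% = DMSO-only wells and 100% = 3 µM delta7-dafachronic acid wells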
An asterisk follows results filed as active; . = not tested or not shown.

| SMILES | SMARCA2 act | DAX1 inh-1 | PG9 binder | GAA850 FXN act | hgDAF12 agonist | GC-A act | ADAM17 inh | DAX1 inh-2 | ADAM10 inh | hcDAF12 agonist | ssDAF-12 act |
| --- | --- | --- | --- | --- | --- | --- | --- | --- | --- | --- | --- |
| CN(CCNC(=O)c1cn(C)c2ccc(S(=O)(=O)N3CCCC3)cc2c1=O)CCc1ccccc1 | -3 | 1.4 | -2.1 | 1.4 | -0.7 | -2 | -5 | 0.2 | -6 | 1.6 | -1.5 |
| Cc1ccccc1NC(=O)CCNS(=O)(=O)c1cccc2nsnc12 | -1 | 0.2 | -0.3 | -0.2 | 0.6 | 4 | 1 | 0.2 | -1 | -3.5 | -1.1 |
| CN(C)S(=O)(=O)c1ccc(C(=O)OCc2ccc(C#N)cc2)cc1 | -1 | 0.0 | -0.6 | 0.1 | 1.1 | -1 | 1 | -0.7 | -2 | -1.4 | -1.0 |
| CCOC(=O)C1CCCN(S(=O)(=O)c2ccc(S(=O)(=O)N3CCCC3)cc2)C1 (stereo not given) | -2 | -1.2 | 0.2 | -4.4 | -0.9 | -1 | -2 | -3.8 | 0 | -2.5 | -1.2 |
| CCCCCCn1c(N2CCN(c3cccc(Cl)c3)CC2)nc2c1c(=O)[nH]c(=O)n2C | 1 | 0.2 | 0.0 | -1.3 | -0.3 | -5 | -2 | 0.1 | -6 | -0.7 | -1.4 |
| COc1ccc(-n2c(SCC(=O)Nc3nc(C)cs3)nnc2-c2ccoc2C)cc1 | 3 | 1.7 | -0.4 | -2.3 | 0.5 | -13 | 1 | -0.5 | 6 | -1.2 | -1.2 |
| Cc1cccc(OC(C)C(=O)Nc2cc(S(=O)(=O)N3CCCCC3)ccc2C)c1 (stereo not given) | -1 | -0.8 | 0.7 | 1.1 | -1.6 | 0 | -2 | -1.3 | -6 | -1.7 | -1.1 |
| Cc1ccc(N(CC(=O)N2CCCCCC2)S(C)(=O)=O)c(C)c1 | 1 | 1.1 | -0.7 | 0.5 | 2.8 | -2 | -2 | 0.0 | -8 | 1.5 | -0.7 |
| O=C(NCC[C@H]1CC[C@@H](NC(=O)C2CCC2)[C@@H](CO)O1)c1cc(Cl)cc(Cl)c1 | -4 | . | -0.6 | . | -0.3 | 1 | -1 | -1.4 | 0 | -0.3 | -1.1 |
| O=S(=O)(c1ccccc1C(F)(F)F)N1C=CC(C(F)(F)F)=NCC1 | -3 | . | -3.3 | -1.5 | -3.9 | 0 | -4 | 0.1 | -4 | -0.5 | -1.3 |
| CN(C)S(=O)(=O)c1cccc(C(=O)OCC(=O)c2c(N)n(C)c(=O)n(C)c2=O)c1 | 0 | 0.4 | 0.0 | 1.7 | 0.4 | 6 | -5 | -0.1 | 1 | -1.1 | -1.5 |
| Cc1ccc(C(=O)ONc2ccc(N=NC(=O)c3ccccc3O)cc2)cc1 | 1 | 1.3 | -1.8 | 3.9 | 0.2 | 3 | -1 | -0.1 | 0 | 2.2 | -0.6 |
| CC1CN(C)C(C)CC1NCc1ccc2c(c1)OCO2 (stereo not given) | -8 | 0.0 | 0.2 | -1.8 | -2.1 | 2 | 2 | -0.6 | -7 | -0.6 | -1.2 |
| CC1Cc2ccccc2N1C(=O)/C=C/c1cccc(F)c1 (stereo not given) | 8.2* | 2.9 | 0.9 | 4.8 | 16* | -1 | 2 | 6.1* | 5 | 5.3 | 0.7 |
| Cc1ccccc1S(=O)(=O)Cc1ccc(C(=O)NC(C)c2ccccc2)o1 (stereo not given) | -3 | 0.0 | 1.6 | 0.1 | 0.3 | 2 | 3 | -0.5 | -1 | -1.3 | -0.8 |
| CCOc1ccc(CCNC(=O)CN2CCN(Cc3ccccc3F)C2=O)cc1OCC | -3 | -1.1 | -0.6 | 0.6 | -0.4 | -5 | -3 | -0.1 | 2 | 0.4 | -1.0 |
| CCn1c(SC)nnc1C1CCCN(CC(=O)Nc2ccccc2N2CCOCC2)C1 (stereo not given) | 1 | -0.9 | -0.2 | 0.1 | -0.2 | 2 | -2 | -0.3 | 2 | 1.1 | -1.4 |
| CCOC(=O)c1ccc(NC(=S)NCCCN2CCCCC2)cc1 | -1 | -0.2 | -0.1 | 0.7 | 1.9 | 2 | -5 | 0.7 | -3 | -1.3 | -1.3 |
| COc1ccc(C(=O)COC(=O)CCS(=O)(=O)c2ccc(C)cc2)c(OC)c1 | -1 | -0.1 | -3.2 | 0.2 | -0.9 | 1 | -2 | 1.7 | -3 | -0.8 | -0.9 |
| CC(=O)c1ccc(N2C(=NC(=O)COc3ccccc3)SC3CS(=O)(=O)CC32)cc1 (stereo not given) | 1 | 5.5* | -3.0 | 0.1 | 2.3 | -1 | -2 | 0.3 | -2 | 1.9 | -1.2 |
| CCC1=C(OC(=O)N(CC)CC)N2C(=O)OC(=NCCc3c[nH]c4ccccc34)[C@]2(Cc2ccccc2)[C@H]2C1=CC[C@H]1C(=O)N(CC)C(=O)[C@H]12 | -1 | -1.1 | -0.2 | -3.8 | 1.9 | 1 | 0 | -0.5 | -1 | -0.5 | -0.4 |
| COCc1ccc(O)c2ncccc12 | 1 | -0.5 | -5.0 | 0.5 | -0.8 | -4 | 6 | 0.2 | 8 | -1.0 | -1.0 |
| CN(CC(=O)Nc1ccccc1Cl)C(=O)Cn1cc(C(F)(F)F)ccc1=O | -3 | 0.1 | -1.0 | 0.9 | 1.9 | 1 | 0 | -0.9 | -8 | -1.5 | -1.7 |
| CC(C)c1ncc(C(O)c2cccc3ccccc23)n1C (stereo not given) | -1 | 0.4 | -0.3 | 2.3 | -0.3 | 1 | 0 | -0.4 | 9 | 0.5 | -1.3 |
| CC(C)(C)OC(=O)NCCCCc1cn(CC(=O)N2CCN(C(=O)OC(C)(C)C)CC2)nn1 | -1 | 0.1 | -2.3 | -0.5 | -1.6 | 3 | -5 | -0.3 | -3 | -0.9 | -1.4 |

Structures above with a Cl atom (3):
| SMILES | SMARCA2 act | DAX1 inh-1 | PG9 binder | GAA850 FXN act | hgDAF12 agonist | GC-A act | ADAM17 inh | DAX1 inh-2 | ADAM10 inh | hcDAF12 agonist | ssDAF-12 act |
| --- | --- | --- | --- | --- | --- | --- | --- | --- | --- | --- | --- |
| CCCCCCn1c(N2CCN(c3cccc(Cl)c3)CC2)nc2c1c(=O)[nH]c(=O)n2C | 1 | 0.2 | 0.0 | -1.3 | -0.3 | -5 | -2 | 0.1 | -6 | -0.7 | -1.4 |
| O=C(NCC[C@H]1CC[C@@H](NC(=O)C2CCC2)[C@@H](CO)O1)c1cc(Cl)cc(Cl)c1 | -4 | . | -0.6 | . | -0.3 | 1 | -1 | -1.4 | 0 | -0.3 | -1.1 |
| CN(CC(=O)Nc1ccccc1Cl)C(=O)Cn1cc(C(F)(F)F)ccc1=O | -3 | 0.1 | -1.0 | 0.9 | 1.9 | 1 | 0 | -0.9 | -8 | -1.5 | -1.7 |

(cont.)
| SMILES | SMARCA2 act | DAX1 inh-1 | PG9 binder | GAA850 FXN act | hgDAF12 agonist | GC-A act | ADAM17 inh | DAX1 inh-2 | ADAM10 inh | hcDAF12 agonist | ssDAF-12 act |
| --- | --- | --- | --- | --- | --- | --- | --- | --- | --- | --- | --- |
| C1CC1C(=NN=C(C1CC1)C1CC1)C1CC1 | 7 | 0.6 | -0.3 | -1.9 | -4.7 | -2 | 1 | -0.6 | 6 | 1.2 | -1.7 |
| CCCCN(C(=O)c1nn(C)c(=O)c2ccccc12)c1c(N)n(CCC)c(=O)[nH]c1=O | -3 | 1.6 | -0.7 | -0.9 | -1.0 | 1 | -3 | -1.5 | -6 | -0.4 | -1.3 |
| Brc1ccc(N=Cc2ccccn2)cc1 | 2 | 0.5 | -1.9 | 2.0 | 5.0 | -3 | 0 | 0.5 | 0 | 2.1 | -0.9 |
| COc1cccc(C2=NOC(C(=O)NCc3ccc(F)cc3)C2)c1 (stereo not given) | 0 | 1.8 | 1.6 | 0.8 | -0.9 | -4 | -5 | 0.6 | 9 | -1.2 | -1.2 |
| COc1ccccc1C(=O)NC(=O)COC(=O)c1ccc([N+](=O)[O-])cc1 | 0 | 0.5 | 0.6 | 2.1 | -1.2 | -1 | -3 | 0.4 | -10 | -1.6 | -1.0 |
| Cc1n[nH]c(C)c1Sc1ccccc1N | 0 | -0.1 | 0.2 | 1.7 | -0.7 | -4 | -5 | -0.5 | 0 | 0.0 | -1.7 |
| Cc1ccc(C(=O)N2CCOCC2)cc1S(=O)(=O)N1CCCCC1 | 4 | 0.7 | 1.1 | -0.9 | 2.2 | 0 | -5 | -1.9 | -6 | 0.2 | -0.6 |
| CCOC(=O)c1[nH]c(C)c(C(=O)OCC(=O)N2CC(=O)Nc3ccccc32)c1C | -2 | -1.2 | 0.4 | -1.2 | -4.5 | 2 | -1 | -0.7 | 3 | -2.6 | -1.5 |
| COc1ccc(CC(=O)OC(C)C(=O)c2ccc(C)cc2)cc1 (stereo not given) | -1 | 0.0 | -2.0 | -0.1 | 2.4 | 0 | 0 | 0.9 | -3 | -1.4 | -1.5 |
| COCCCN1C(=O)C(=O)/C(=C(/O)c2ccc(S(=O)(=O)N3CCCCC3)cc2)C1c1ccc(O)c(OC)c1 (stereo not given) | 0 | 0.0 | -0.5 | 2.3 | 0.5 | 4 | 2 | -0.7 | 5 | -1.6 | -1.3 |
| CN(C)N1C(=O)/C(=C/c2ccco2)SC1=Nc1ccccc1 | -5 | -0.8 | -3.7 | 1.4 | -0.2 | -1 | 1 | -0.7 | 8 | 1.9 | -1.8 |
| N#Cc1ccc(CSc2nnc3ccccn23)cc1 | -1 | -0.2 | -0.5 | -0.5 | 3.4 | 0 | -1 | -0.4 | -1 | -1.8 | -1.1 |
| O=C(Cc1ccccc1[N+](=O)[O-])c1ccc2c(c1)OCO2 | 11* | 0.2 | -0.2 | 3.5 | 2.9 | 3 | -1 | 1.1 | 3 | 1.2 | -0.7 |
| CC1CN(C(=O)COC(=O)c2cc3ccccc3cc2O)CC(C)O1 (stereo not given) | -1 | 0.6 | 0.4 | -0.1 | -0.5 | 2 | -7 | -0.6 | -15 | -1.4 | -1.0 |
| COc1cccc(CN(C)C(=O)c2cc(S(=O)(=O)N3CCCCCC3)ccc2OC)c1 | -1 | -0.4 | 1.1 | -0.1 | -1.1 | 2 | -1 | 0.6 | -9 | -1.0 | -1.2 |
| CCCOc1c(Cl)cc(C(=O)NC)cc1OC | -3 | 0.7 | 0.8 | 4.0 | 3.2 | 5 | -7 | -0.2 | -9 | -0.6 | -1.4 |
| CCOc1ccc(C(=O)NCC(=O)OCC(=O)N2C(C)CCCC2C)cc1 (stereo not given) | -1 | 1.9 | 6.9 | 2.1 | 0.0 | 3 | -3 | -0.6 | -1 | -1.6 | -0.6 |
| CCCCNC(=S)N(C)/N=C/c1ccc2c(c1)OCO2 | -3 | -2.1 | -0.1 | 2.7 | -0.9 | 12 | 4 | -0.6 | 0 | -0.3 | -1.5 |
| COc1cc(C(=O)Cc2nc3ccccc3n2C)cc(OC)c1OC | -2 | 1.9 | 1.1 | -1.5 | 2.8 | 4 | 3 | 0.2 | -9 | 1.6 | 0.1 |
| Cc1cc(OC(=O)c2ccc(C(C)(C)C)cc2)c([N+](=O)[O-])c(=O)[nH]1 | -1 | 1.5 | 0.0 | 1.5 | 1.4 | 5 | 1 | 0.5 | 3 | 1.9 | -1.3 |
| Cc1ccc(NC(=O)CC2SCCNC2=O)cc1[N+](=O)[O-] (stereo not given) | -3 | 1.1 | -0.6 | 1.8 | 1.5 | -1 | 4 | -0.2 | 4 | 0.1 | -0.2 |

Screens (PubChem BioAssay)
